# TAG inh: inhibitors of triacylglycerol accumulation, primary screen, cell-based, uHTS, fluorescence, H9c2; H9c2 cells, Nile Red lipid (TAG) fluorescence; cells loaded with 200 µM oleic acid; inhibition, % at 12.5 µM; 0.66% of 230,000 active;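 active = pattern-corrected inhibition of lipid staining of at least 50% with the nuclear-stain viability signal not falling by more than 50%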;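 also: 0% = DMSO wells and 100% = triacsin C control wells; some results filed as inactive read as strong as hits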
# TAG inh DAPI viability: further read-out of TAG inh, marked with its call; DAPI nuclei signal change (viability), lower = more cytotoxic, %;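 whole-well DAPI fluorescence read on a plate reader as a viability signal; minus 50 percent equals half of cells still viable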
# Starred values were filed as active, the others as inactive.
# Screens in order: TAG inh DAPI viability	TAG inh
CCOC(=O)C1=C(COC(=O)c2ccc([N+](=O)[O-])o2)NC(=O)NC1C (stereo not drawn)
    -14	14
Cc1cc(NS(=O)(=O)c2ccc(NC(=O)c3cnc(Cl)c(Cl)c3)cc2)nc(C)n1
    -6	7
CCCCNC(=O)Nc1c(C(=O)OCC)[nH]c2ccccc12
    -3	9
CCCCCCCC1=NN(c2ccc(S(=O)(=O)O)cc2)C(=O)C1N=O (stereo not drawn)
    -4	-2
Cc1ccc(SCn2nnc3ccccc3c2=O)c(C)c1
    3	-6
COc1ccc(CC(=O)N(Cc2cc3cc(OC)ccc3[nH]c2=O)C(C)C)cc1
    2	-8
O=C(N/N=C/c1ccc([N+](=O)[O-])o1)c1ccccc1NS(=O)(=O)c1cccs1
    4	-16
Cc1ccc(/C=C2/SC(=S)N(CCC(=O)N3CCN(C)CC3)C2=O)cc1
    -15	18
CCOc1ccccc1NC(=O)CSc1nnc(-c2cccnc2)o1
    3	4
O=C(Nc1ccccc1)c1cnc[nH]1
    2	-6
COc1ccc(NC(C)=O)cc1NS(=O)(=O)c1ccc2c(c1)OCCO2
    5	-23
Cn1c2ccccc2c2cnn(CC(=O)O)c(=O)c21
    -1	2
CCN(C(=O)C(C)Sc1ccc(S(=O)(=O)N2CCOCC2)cn1)c1ccccc1 (stereo not drawn)
    -3	-4
CCc1ccccc1NC(=O)c1cc(C2CC2)on1
    14	6
N#CC1=C(N)Oc2cc(O)ccc2C1c1cccnc1 (stereo not drawn)
    8	-12
CC(=O)Nc1ccc(C(=O)N2CCCCC2c2cc(C(=O)NCc3cccnc3)no2)cc1 (stereo not drawn)
    -15	3
Cc1nc(CS(=O)(=O)c2ccc(Cl)cc2)cc(Sc2ccc(Cl)cc2)n1
    4	-3
CCCCOc1ccc(C(=O)Nc2ccc(OCC(=O)N3CCOCC3)cc2)cc1
    3	37
N=c1n(Cc2ccc(Cl)cc2)c2ccccc2n1CC(O)COc1ccccc1 (stereo not drawn)
    -22*	73*
Cc1c(NC(=O)COC(=O)c2cccn2C)c(=O)n(-c2ccccc2)n1C
    -1	6
O=C(NCC(=O)N(Cc1cccs1)C(C(=O)NC1CCCC1)c1cccnc1)c1ccco1 (stereo not drawn)
    -1	-26
CCCCc1nn(-c2cc(Cl)ccc2OC)c2c1C(=O)CC(C)(C)C2
    4	-11
Cc1ccc(OCC(=O)Nc2ccncc2)cc1
    -2	-2
CN1C(C(=O)NCCc2cccs2)CC2Cn3c(nc4cc(Cl)c(Cl)cc43)C21 (stereo not drawn)
    -2	-3
CCC(=O)N1CCCc2cc(S(=O)(=O)N3CCCc4ccccc43)ccc21
    -11	-9
CCCCN(C)C(=O)c1nc2ccccn2c1CN1CCN(c2ccccn2)CC1
    1	-3
CC(=O)c1ccc(OCC(=O)N(C)CC(=O)Nc2ccc(N3CCOCC3)cc2)cc1
    3	6
CN(C)c1ccc(S(=O)(=O)N2CCCCC2)cc1NC(=O)CN1C(=O)NC2(CCCC2)C1=O
    -5	-7
COc1ccc(-c2cc(C(=O)NN)[nH]n2)cc1OC
    -5	5
COc1ccc(C(CNC(=O)C(CC(C)C)NS(=O)(=O)c2ccc(C)cc2)N2CCOCC2)cc1 (stereo not drawn)
    -2	11
CCCc1nnc(NC(=O)CNc2ccc(F)cc2)s1
    1	-12
CCOc1ccc(N(CC(=O)NC2CCCCC2)S(=O)(=O)c2c(C)noc2C)cc1
    -1	-2
O=C(C1CCCO1)N1CCN(Cc2c(O)ccc3ccccc23)CC1 (stereo not drawn)
    -4	6
CN(Cc1nccn1C)C(=O)c1ccc(OC2CCN(CCc3ccccc3)CC2)cc1
    6	3
CCCN(CC(=O)Nc1ccccc1C)C(=O)C1CC(=O)N(Cc2ccccc2)C1 (stereo not drawn)
    2	-21
O=C(CSC1=NCCN1)Nc1cccc(C(F)(F)F)c1
    -9	39
O=S(=O)(Nc1ccccn1)c1ccc(C(F)(F)F)cc1Cl
    -2	3
NC(=O)N/N=C/c1c(Sc2nnnn2-c2ccccc2)nc2ccccn2c1=O
    -22*	52*
COc1ccc(CCNC(=O)c2cccc(S(=O)(=O)N3CCc4ccccc4C3)c2)cc1
    -2	-2
OC[C@@H]1CN(Cc2ccco2)C[C@H](n2cnc3c(NCc4ccncc4)ncnc32)O1
    0	-3

# By substructure, the entries above with an NH in an aromatic ring
# Screens in order: TAG inh DAPI viability	TAG inh
CCCCNC(=O)Nc1c(C(=O)OCC)[nH]c2ccccc12
    -3	9
COc1ccc(CC(=O)N(Cc2cc3cc(OC)ccc3[nH]c2=O)C(C)C)cc1
    2	-8
O=C(Nc1ccccc1)c1cnc[nH]1
    2	-6
COc1ccc(-c2cc(C(=O)NN)[nH]n2)cc1OC
    -5	5

# (more compounds)
# Screens in order: TAG inh DAPI viability	TAG inh
O=C(CNC(=O)c1ccco1)OCc1ccccc1Cl
    10	-13
CC(OC(=O)C1CCCCC1)C(=O)Nc1cccc([N+](=O)[O-])c1 (stereo not drawn)
    -9	10
CN(C)C(CNC(C(=O)Nc1ccc([N+](=O)[O-])cc1Br)c1ccccc1)c1ccccc1 (stereo not drawn)
    18	4
Cc1ccc(NC(=S)N2CCN(S(=O)(=O)c3ccccc3)CC2)cc1
    6	4
COc1cc2c(cc1OC)C(C1C(=O)CC(C)(C)CC1=O)N(C(=O)CCl)CC2 (stereo not drawn)
    12	17
COc1ccc(OC)c(Nc2cc(C)nc3nc(C)nn23)c1
    -16	11
O=C(COc1cccc(F)c1)NNC(=O)Cc1ccc(S(=O)(=O)N2CCOCC2)s1
    -2	-8
CCN(C(=S)NC(=O)c1ccco1)c1cccc2ccccc12
    -8	9
CCOC(=O)c1c(C)n(CC(O)c2ccccc2)c2ccc(O)cc12 (stereo not drawn)
    -1	-2
COc1ccc(CN(C)C[C@H]2Oc3c(NC(=O)Nc4ccccc4)cccc3C(=O)N([C@H](C)CO)C[C@@H]2C)cc1
    1	-2
O=C1NC(C(=O)O)=CC(c2ccc([N+](=O)[O-])cc2)N1 (stereo not drawn)
    1	0
COc1cc(OC)c(C2Oc3nc(SC)nnc3-c3ccccc3N2C(C)=O)cc1OC (stereo not drawn)
    -6	15
COc1ccccc1CCN1C(=S)NC(C)(C)CC1(C)O (stereo not drawn)
    -4	-27
CC1(C)CC(=O)C2=C(C1)NC1=C(C(=O)c3ccccc31)C2c1ccc(O)cc1 (stereo not drawn)
    3	9
COc1ccc(NC(=O)CN2CCN(C(=O)c3ccco3)CC2)c(OC)c1
    -12	9
O=C(COc1cc(Cl)c(Cl)cc1Cl)Nc1ccncc1
    -1	0
Cc1ccc(C(=O)OCC(=O)Nc2ccc3c(c2)OCO3)o1
    1	-13
O=C(NCCCNC(=O)c1cncc(O)c1)c1cncc(O)c1
    -7	16
Cc1onc(-c2c(Cl)cccc2Cl)c1C(=O)N1CCN(c2ccccc2F)CC1
    -11	-1
COc1cc(C(=O)NCC(c2cccs2)N2CCOCC2)cc(OC)c1OC (stereo not drawn)
    3	3
CC1(C)CN(CCc2ccccc2)C(=O)[C@H]1CC(=O)Nc1ccccc1
    0	-10
CCn1c2ccc(F)cc2c2nc3ccccc3nc21
    25	7
CCOC(=O)N1CCN(C(=O)C(=O)NN)CC1
    9	5
CCN1CCN(c2ccc(S(=O)(=O)N3CCCCC3)cc2NC(=O)c2cccc(C)c2)CC1
    11	-12
O=C(CSc1nc2[nH]ncc2c(=O)[nH]1)Nc1ccccc1C(F)(F)F
    -7	4
CC(C)(C)c1ccc(S(=O)(=O)NC(=O)C2(C)CCN2C(=O)C2CCCCC2)cc1 (stereo not drawn)
    10	3
C=CCOc1cccc(C(=O)N2CCCC(Nc3ccc4c(c3)OCCO4)C2)c1 (stereo not drawn)
    8	5
Cc1nn(C)c(Cl)c1NC(=O)OCc1ccc(F)cc1
    3	-17
C/C(CC(=O)Nc1ccccc1F)=N\NC(=O)Cc1ccc(Cl)cc1
    -14	8
COc1ccc2[nH]c(C(=O)N3CCCN(Cc4ccc(F)cc4)CC3)cc2c1
    9	0
CC(C)(C)c1ccc(-n2ncc3c2CCCC3NC(=O)c2ccco2)cc1 (stereo not drawn)
    4	-36
COc1cccc(-c2cc(NC=O)c3ncc(-c4ccc(C(C)=O)cc4)n3c2)c1
    -51	60
COC(=O)C1=CN(c2cccc(Cl)c2)C=C(C(=O)OC)C1c1cccc(OC)c1
    32	-25
CC(NC(=O)CNC(=S)N(Cc1ccccc1)Cc1cccnc1)c1ccccc1 (stereo not drawn)
    -17	15
C#CCN(C[C@@H]1[C@@H](OC(=O)NCC2CCCCC2)[C@@H](OC(=O)NCC2CCCCC2)Cn2c(=O)n(CCCCCC)c(=O)n21)S(=O)(=O)c1ccc(C)cc1
    4	28
CCCn1c(SCC(=O)Nc2ccc3c(c2)OCCO3)nnc1-c1ccco1
    2	-10
Cc1cccc(C)c1NC(=S)N/N=C/c1ccccc1C(=O)O
    -5	0
COc1ccc(-c2nc(N)ncc2Oc2ccccc2Br)c(O)c1
    -13	10
COc1cccc(N(C(=O)c2cnccn2)C(C(=O)NC2CCCCC2)c2ccc(Cl)cc2)c1 (stereo not drawn)
    -6	20
COc1cc(S(=O)(=O)Nc2ccc3c(c2)C(=O)N(C)C3=O)ccc1NC(C)=O
    -2	-6
COc1ccccc1NC(=S)N(CCc1ccc(OC)c(OC)c1)Cc1ccccn1
    5	3
CCCCCN(C(=O)CCC(=O)OCC(=O)N1C(C)CCCC1C)c1c(N)n(CCCC)c(=O)[nH]c1=O (stereo not drawn)
    -1	-1
NC(=O)C1(NC(=O)[C@@H]2CC3(CC(c4cccc(NC(=O)[C@@H]5CCC(=O)N5)c4)=NO3)CN2C(=O)Cc2ccc(Cl)cc2)CC1 (stereo partly drawn)
    5	-2
COC(=O)CCC(=O)Nc1cccc(C(=O)Nc2cccc(Cl)c2)c1
    -11	8
O=C(COc1ccc(F)cc1)N1CCc2ccccc2C1
    0	-5
CCCCc1c(C)nc2c(OC)cccc2c1SCC(=O)O
    -2	9
CCOc1ccc(CN2CCNC(=O)C2CC(=O)NCC2CCOCC2)cc1 (stereo not drawn)
    -2	-2
CCn1c(SCC(=O)NC(C)(C)C)nnc1-c1ccncc1
    -2	14
O=C(NCc1ccc2c(c1)OCO2)C1CCC(=O)N1C1CCCC1 (stereo not drawn)
    1	2
O=C1NC(c2ccccc2)(C(F)(F)F)SC2=CCCCCN12 (stereo not drawn)
    -13	11

# The results go on:
# Screens in order: TAG inh DAPI viability	TAG inh
COc1ccc(NC(=O)c2cc(Br)c(Br)s2)cn1
    7	-9
Cn1c(=O)c2c(nc(N3CCOCC3)n2CCNC2=NCCC2)n(C)c1=O
    -4	2
Cc1cc(C)c(NC(=O)CSc2nncn2-c2cccnc2)c(C)c1
    -5	8
Cn1nnnc1Sc1ncnc2scc(-c3cccc4ccccc34)c12
    -11	29
CCCn1nc(Oc2nc(NCC)nc(NCC)n2)ccc1=O
    0	13
COc1ccc(S(=O)(=O)N2CCOCC2)cc1NC(=O)C1COc2ccccc2O1 (stereo not drawn)
    -8	9
CC(=O)NC1C(OCc2ccccc2)OC2COC(C)(C)OC2C1O (stereo not drawn)
    5	-8
COc1ccccc1N1C(=O)C2C(C(=O)c3ccccc3)=NN(c3ccccc3OC)C2C1=O (stereo not drawn)
    -11	2
O=C(CSc1nccc(-c2cccs2)n1)Nc1ccccc1
    -8	1
CCNC(=O)COC(=O)c1cc(-c2ccccc2)nn1-c1ccccc1
    -6	-7
CCCCn1c(N)c(N(CCOC)C(=O)COC(=O)Cc2cccc(OC)c2)c(=O)[nH]c1=O
    5	-7
O=C(NCCc1ccc(F)cc1)c1cc([N+](=O)[O-])ccc1N1CCOCC1
    9	-2
CCCCCN(C(=O)CCC(=O)OCC(=O)N1CCCC(C)C1)c1c(N)n(CCCC)c(=O)[nH]c1=O (stereo not drawn)
    10	3
CCOC(=O)C1(C)C(=O)CC2c3nc4ccccc4cc3CN2C1=O (stereo not drawn)
    1	0
Cc1ccc(OCC(=O)NCCN2CCCC2)cc1
    -38	20
O=S(=O)(CC(O)COc1ccc(Br)cc1)c1ccccc1 (stereo not drawn)
    0	-2
O=C(NCc1ccccc1)c1onc(CSc2ccc(F)cc2)c1C(=O)NCc1ccccc1
    3	-12
COc1ccccc1N(C)S(=O)(=O)c1ccc(Cl)c(C(=O)Nc2ccccc2N2CCOCC2)c1
    -8	-16
CCN1CCN(S(=O)(=O)c2ccc(Cl)c(C(=O)NC(C)c3ccccc3Cl)c2)CC1 (stereo not drawn)
    5	-1
Cc1ccccc1CSCCNC(=S)Nc1ccccc1
    -6	4

# Entries of single compounds from above. Screens in order: TAG inh DAPI viability | TAG inh
# CCN1CCN(S(=O)(=O)c2ccc(Cl)c(C(=O)NC(C)c3ccccc3Cl)c2)CC1 (stereo not drawn) is listed as 5 | -1
# CCOC(=O)C1(C)C(=O)CC2c3nc4ccccc4cc3CN2C1=O (stereo not drawn) is listed as 1 | 0
# Cc1ccc(OCC(=O)NCCN2CCCC2)cc1 is listed as -38 | 20
# O=C(NCc1ccccc1)c1onc(CSc2ccc(F)cc2)c1C(=O)NCc1ccccc1 is listed as 3 | -12
# Cc1ccccc1CSCCNC(=S)Nc1ccccc1 is listed as -6 | 4

# Carrying on:
# Screens in order: TAG inh DAPI viability	TAG inh
CCN(CC)CCCNc1nnc(C)c(=O)[nH]1
    10	7
CCN(CC(=O)Nc1c(F)cccc1F)C(=O)CSc1nc2ccccc2o1
    -4	2
Fc1ccc(NCc2nnc(SCc3nnc(-c4ccccc4)o3)n2CC2CCCO2)cc1 (stereo not drawn)
    -8	13
Cn1nc(C(F)(F)F)c(-c2ccc(F)cc2)c1NC(=O)Nc1ccc(F)cc1
    -10	6
COc1cccc(C(NC(=O)C2CCN(CCCOc3ccccc3)CC2)c2ccccn2)c1 (stereo not drawn)
    -1	26

# From PubChem BioAssay

# Some of the compounds tested (hit frequency here may not be typical).
